Source: PubChem
Cav32 inh: inhibitors of human Cav3.2 T-type calcium channel; 100,000 compounds, 4% hits; O95180; B-score at 10 µM; Cav3.2-expressing cells, Fluo-4 calcium fluorescence FDSS; hits give low values;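 active = single-dose well whose peak fluorescence ratio is a statistical outlier from its plate by either plate-standardised score or position-corrected B-score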
The depositor's hits bear a star.

#	molecule	Cav32 inh
1	Cc1oc(C)c2c(=O)ccc3c(c12)OC(N)=C(C#N)C3c1ccc(F)cc1 (stereo not given)	-3.3*
2	COc1ccc2sc3c(=O)[nH]c4ccccc4c3c2c1	0.056
3	COc1cccc(N=Cc2ccc(O)cc2O)c1	-2.6
4	O=C(NC(=S)Nc1ccccc1)c1cc(-c2ccccc2)nc2ccccc12	-2.3
5	Cn1c(=O)c(C(=O)NC2CCCCCCC2)c(O)c2ccccc21	0.084
6	CC(=O)Oc1c(S(=O)(=O)c2ccc(C)cc2)c(C)nn1C(C)(C)C	-0.17
7	CN1CCN(S(=O)(=O)c2ccc(Br)c3nsnc23)CC1	1.2
8	N#CNC(N)=Nc1cccc(Cl)c1	-0.55
9	COc1ccc(-c2noc(CN3CCOCC3)n2)cc1OC	0.18
10	CC(O)[C@H]1CN=C(N)N1CCc1cc(C(F)(F)F)cc(C(F)(F)F)c1 (stereo not given in full)	-0.34
11	CCC(C)NC(=O)CCS(=O)(=O)c1ccc2c(c1)n(C)c(=O)c(=O)n2C (stereo not given)	0.91
12	CC(=O)C1=C(NC(=O)c2ccccc2F)C[C@@H]2[C@H]1C2(C)C	0.79
13	CCN=C1SC(C(=O)Nc2cccc(C(=O)O)c2)CC(=O)N1CC (stereo not given)	-0.27
14	O=C1NCC(CN(c2ccccc2)c2ccccc2)O1 (stereo not given)	0.92
15	Cc1ccc(-c2nnc(N3CCN(C(=O)Cn4c(=O)n(C)c5ccccc54)CC3)c3ccccc23)cc1	0.38
16	O=C(Nc1ccc2c(c1)CCC2)c1cccc(S(=O)(=O)N2CCN(c3ccc(F)cc3)CC2)c1	-1.4
17	COc1ccc(N2C(=O)CC(n3cnc4ccccc43)C2=O)cc1 (stereo not given)	1.4
18	COc1ccc(N/N=C(/Oc2ccc([N+](=O)[O-])cc2)C(C)=O)cc1	-0.27
19	CCCNC(=O)Cc1ncn[nH]1	0.041
20	Cc1ccc(Oc2c(C=O)c3ccccc3n2C)cc1	-1.2
21	COC(=O)c1cn(CCOc2ccccc2OC)c2ccccc12	-3.5
22	CSc1nnc2c(n1)[nH]c1c(C)cccc12	-1.3
23	COC(=O)c1ccc(NC2CC(=O)N(c3ccccc3C)C2=O)cc1 (stereo not given)	-0.17
24	CCCCn1cnc2sc3c(c2c1=N)CCCC3	-1.4
25	COc1ccc(C(=O)CSc2nnc(Cn3nnc4ccccc43)n2C)cc1	1.4
26	CCOC(=O)c1ccccc1NC(=O)Cn1cnc2c1c(=O)n(C)c(=O)n2C	-0.53
27	COc1cccc(C2c3c(oc4ccc(Cl)cc4c3=O)C(=O)N2c2cc(C)on2)c1OC (stereo not given)	-2
28	O=C1CCCCCN1CP(=O)(O)CCc1ccccc1	-0.52
29	O=C(CSc1ncccn1)Nc1ccc(S(=O)(=O)N2CCCCC2)cc1	-0.27
30	O=C1OCc2ccc(NC(=O)C3CCCCC3)cc21	1.9
31	O=C(NC(Cc1ccccc1)C(=O)O)c1ccccc1 (stereo not given)	-0.48
32	COc1c2c(nc3ccccc13)OC(C(C)(O)CO)C2 (stereo not given)	0.22
33	CC(C)NS(=O)(=O)c1ccc(NC(=S)NC(=O)c2ccc(-c3ccccc3)cc2)cc1	0.014
34	S=c1[nH]c2ncccc2o1	0.061
35	CCOC(=O)C(CC)n1nc(C)n2c(cc3occc32)c1=O (stereo not given)	0.49
36	CCCCCOc1ccc(NC(=O)C(=O)NCCC2=CCCCC2)cc1	0.39
37	CCCCN(C)C(=O)c1cn(C)c2ccc(S(=O)(=O)N(C)C)cc2c1=O	1
38	CCC1Oc2ccccc2N(CC(=O)NCCC2=CCCCC2)C1=O (stereo not given)	-2.3
39	COC(=O)[C@H](Cc1ccccc1)NC(=O)NCC1CCCO1 (stereo not given in full)	0.072
40	C[C@H](NC(=O)c1nc[nH]c1C(=O)N[C@@H](C)c1ccccc1)C(=O)OC(C)(C)C	-0.25
41	CN1CCc2c(sc3c2C(=O)NC(c2ccccn2)N3)C1 (stereo not given)	0.75
42	CCCCCCC(=O)N/N=C/Cc1ccccc1	-1.4
43	O=C(CN1CCOCC1)NC1CC2CCC1C2 (stereo not given)	0.51
44	CCCCOc1c(Br)cc(/C=C2\N=C(C)OC2=O)cc1OCC	0.66
45	COC(=O)c1cc2n(n1)CCN(Cc1ccc(C)cc1)C2=O	0.24
46	c1ccc(OCCCCN2CCOCC2)cc1	-0.036
47	CC(=O)Nc1ccc(S(=O)(=O)N2CCC(c3nc4ccccc4[nH]3)CC2)cc1	0.32
48	COC(F)(C(=O)Nc1ccc2c(c1)C(=O)NC2=O)C(F)(F)F (stereo not given)	0.14
49	CC(C)CCNC(=O)CN(C(=O)CCC(=O)Nc1ccccn1)c1ccc2c(c1)OCCO2	-1.1
50	CC(=O)Nc1ccc(N2C(=O)CSC2c2c(F)cccc2Cl)cc1 (stereo not given)	0.52
51	CCN(CC)CCn1c(NCc2ccccn2)nc2ccccc21	1.4
52	COc1cc(NC(=O)Nc2ccccc2)c(OC)cc1NC(=O)CN1CCCCC1	0.0092
53	O=C(C1=C[C@H](c2ccccc2)C[C@H](OCc2ccc(CO)cc2)O1)N1CCN(Cc2ccccc2)CC1	-2
54	COc1ccccc1Nc1nc(C)cc(=O)[nH]1	0.34
55	COc1ccc(CNC(=O)Cn2nc(-c3ccc4c(c3)OCCO4)ccc2=O)cc1	0.12
56	Cc1ccc(/C(O)=C2/C(=O)C(=O)OC2c2ccc(Cl)cc2)cc1 (stereo not given)	-2.5

(listing goes on)
#	molecule	Cav32 inh
57	O=C(C1=C(O)C(=O)N(c2ncccn2)C1c1cccs1)c1ccco1 (stereo not given)	-0.095
58	COc1ccc(-n2c(COc3cccc4ccccc34)nnc2SCC#N)cc1	-2.2
59	Cc1ccc(OCCCCn2cnc3ccccc32)c(C)c1	-2.6
60	O=C(NC12CC3CC(CC(C3)C1)C2)c1cnccn1	0.5
61	O=C(Nc1c2c(nn1-c1ccc(F)cc1)CSC2)c1ccc(S(=O)(=O)N2CCOCC2)cc1	-5.6*
62	O=CN1CCN(C(=O)c2ccccc2F)CC1	0.99
63	CCCN(CCC)C(=S)NC(=O)c1ccc(Cl)cc1Cl	-0.54
64	Cn1cc([N+](=O)[O-])c(C(=O)Nc2cc(Oc3cccnc3)cc([N+](=O)[O-])c2)n1	0.071

3 of the compounds above, with values ahead of the structure:
# | Cav32 inh | mol
59 | -2.6 | Cc1ccc(OCCCCn2cnc3ccccc32)c(C)c1
64 | 0.071 | Cn1cc([N+](=O)[O-])c(C(=O)Nc2cc(Oc3cccnc3)cc([N+](=O)[O-])c2)n1
58 | -2.2 | COc1ccc(-n2c(COc3cccc4ccccc34)nnc2SCC#N)cc1

(cont.)
#	molecule	Cav32 inh
65	CCC(=O)c1ccc(N2CCCCCC2)c(F)c1	-0.38
66	Cc1nn(C)c(C)c1S(=O)(=O)N(CC(=O)Nc1ccccn1)c1ccc(C(C)C)cc1	0.1
67	COc1ccc(/C=C(/NC(=O)c2ccccc2)C(=O)N/N=C/c2cccs2)cc1OC	-0.027
68	O=C(NCc1cccnc1)c1cnn2ccccc12	-0.67
69	Cc1noc(-c2ccccc2OC(=O)c2ccccc2)n1	0.51
70	O=C(CN1CCN(c2ccccn2)CC1)N(c1ccccc1)c1ccc2ccccc2c1	-6.3*
71	O=C(NNC(=O)c1ccccc1)C(=O)N1CCCCC1	0.21
72	CC1(C)Cc2c(C#N)c(N3CCOCC3)nc(-c3ccccc3)c2CO1	-1.5
73	COC(=O)C[C@H]1c2cc(F)ccc2S(=O)(=O)N1Cc1ccccc1OC	0.82
74	O=S(=O)(c1cccs1)N1CCN(Cc2ccccc2)CC1	0.087
75	COc1ccc(C2CC(c3ccc(Cl)cc3)Nc3nc(NC(=O)c4ccco4)nn32)cc1 (stereo not given)	-3.9*
76	Cc1ccc(C2=NNC(C(O)C(O)C(O)CO)S2)cc1 (stereo not given)	-0.011
77	CCOc1ccc2nc(SCC)[nH]c2c1	0.69
78	Cc1cc(C)n(-c2nc3ccccc3nc2NCCc2ccccc2)n1	0.67
79	CC1CCN(c2nc3ccc(C(=O)O)cc3s2)CC1	2.8
80	CCCOC(=O)C1C2C=CC(C3CC23)C1C(=O)OCC(=O)c1ccccc1 (stereo not given)	-5.5*

Printed as active in Cav32 inh, of those listed so far:
#	molecule	Cav32 inh
1	Cc1oc(C)c2c(=O)ccc3c(c12)OC(N)=C(C#N)C3c1ccc(F)cc1 (stereo not given)	-3.3*
61	O=C(Nc1c2c(nn1-c1ccc(F)cc1)CSC2)c1ccc(S(=O)(=O)N2CCOCC2)cc1	-5.6*
70	O=C(CN1CCN(c2ccccn2)CC1)N(c1ccccc1)c1ccc2ccccc2c1	-6.3*
75	COc1ccc(C2CC(c3ccc(Cl)cc3)Nc3nc(NC(=O)c4ccco4)nn32)cc1 (stereo not given)	-3.9*
80	CCCOC(=O)C1C2C=CC(C3CC23)C1C(=O)OCC(=O)c1ccccc1 (stereo not given)	-5.5*

Carrying on:
#	molecule	Cav32 inh
81	O=C(CCn1c(=O)oc2ccccc21)N1CCN(c2ccc(F)cc2)CC1	-0.83
82	O=C(NCCO)c1ccc(Cl)c(Cl)c1	-0.52
83	COc1ccc(C)cc1NC(=O)COC(=O)C1CC1	0.1
84	Cc1ccc(OS(=O)(=O)c2ccccc2)c(/C=N/N=C2\NC(=O)C(C)S2)c1 (stereo not given)	0.023
85	CSCCC(NS(=O)(=O)c1ccc(Cl)cc1)C(=O)OCC(=O)NC1CC1 (stereo not given)	-0.23
86	CCCC(C(=O)OCCN(CC)CC)(c1ccccc1)c1ccccc1	-2.3
87	COc1ccc(CCCc2nnc(SCC(=O)Nc3nc(C)cs3)n2C)cc1C	0.012
88	COc1ccc(-c2nc(-c3cccc(C)c3)no2)cc1OC	-0.92

In another format: 2 of the compounds above
86: CCCC(C(=O)OCCN(CC)CC)(c1ccccc1)c1ccccc1
- Cav32 inh = -2.3
87: COc1ccc(CCCc2nnc(SCC(=O)Nc3nc(C)cs3)n2C)cc1C
- Cav32 inh = 0.012

(list continues)
#	molecule	Cav32 inh
89	CCc1nc(SCC(=O)N2CCN(c3ccccc3)CC2)c2oc3ccccc3c2n1	-0.59
90	c1ccc(-n2ncc3c(NCc4ccc5c(c4)OCO5)ncnc32)cc1	0.33
91	Cc1cc(C)nc(-n2nc(C)cc2NC(=O)CN2CCCC(C)C2)n1 (stereo not given)	0.027
92	COc1cc(C(=O)O)cc(OC)c1OCc1cc(C(=O)O)oc1C	0.057
93	c1ccc(OCCSc2ncnc3nc[nH]c23)cc1	-0.57
94	CCCOn1c(-n2nc(C)cc2C)nc2ccccc2c1=O	0.43
95	Cc1onc(-c2ccccc2Cl)c1C(=O)NCc1ccc(S(N)(=O)=O)cc1	0.89
96	O=C(COC(=O)c1ccccc1NC(=O)c1ccco1)Nc1ccc2c(c1)OCO2	-0.027
97	Cc1ccc(C(=O)Nc2cccc(C(=O)O)c2)cc1	0.095
98	CC(CCN(C)C)OC(=O)c1ccc(C(C)c2ccccc2)o1 (stereo not given)	0.17
99	COc1ccc(CCNC(=O)c2[nH]c(C)c(C(C)=O)c2C)cc1OC	0.37
100	O=C(c1ccco1)N1CCN(c2nnc(-c3ccccc3)c3ccccc23)CC1	1.2
101	CCN(C(=O)Cc1cccs1)c1nnc(-c2cccnc2)s1	0.77
102	COC(=O)c1ccc(NC(=O)CSCC(=O)OCC(=O)c2ccc(Br)cc2)cc1	-0.73
103	O=C(NCCN1C(=O)CSC1=O)C1CC(=O)N(c2ccccc2)C1 (stereo not given)	-0.33
104	Cc1cc(NC(=O)c2c([N+](=O)[O-])c(C)nn2C)no1	-0.06
105	COc1cccc(N=Cc2c(O)n(-c3cccc(C)n3)c(=O)c3ccccc23)c1	-0.27
106	CCSCc1nnc(SCC(=O)c2ccc(OC)cc2)n1C	0.64
107	N#Cc1nc(N2CCCCC2)nc(N2CCOCC2)n1	-3.8
108	Nc1c(-c2ccccc2)cnn1-c1cccc([N+](=O)[O-])c1	0.78
109	Cc1cc(C)n(Cc2ccc(F)cc2)c(=O)c1C#N	0.92
110	CCC(=O)Nc1cc2nn(-c3ccccc3)nc2cc1Cl	0.39
111	Cc1ccc(-n2c(-c3cc(C)n(C)n3)n[nH]c2=S)cc1	-0.3
112	Cc1c(NC(=O)C2C3C=CC(C3)C2C(=O)O)c(=O)n(-c2ccccc2)n1C (stereo not given)	0.72
113	COc1cccc(C2=CC(c3cccs3)n3nnnc3N2)c1 (stereo not given)	-2
114	CCCCOCCCNS(=O)(=O)Cc1ccccc1	-0.14
115	COCCN(C(=O)COc1ccc(Cl)cc1)c1nnc(-c2cccnc2)s1	-0.41
116	CC1CCc2c(sc3nc4n(c(=O)c23)CCS4)C1 (stereo not given)	-0.51
117	CC(C)C1(C)C(=O)N=C2c3ccccc3C(=O)N21 (stereo not given)	0.045
118	CCOC(=O)c1sc(NC(=O)CSc2nnc(-c3ccc(OC)cc3)n2CCOC)nc1C	-1.1
119	COc1ccc(-n2c(SCC(=O)NCc3ccco3)nnc2-c2c[nH]c3ccccc23)cc1	-1.2
120	CC1(C)C(=O)Nc2ccccc2N1C(=O)COc1ncnc2ccccc12	1.2
121	O=C(Cn1ncn2c(cc3ccccc32)c1=O)NCCC1=CCCCC1	-0.98
122	O=C(Nc1ccc(N2CCOCC2)c(Cl)c1)c1ccccc1F	-0.56
123	COC(=O)[C@H]1[C@H](CCc2ccccc2)NC(=O)N(Cc2ccccc2)[C@@H]1C	-2.3
124	COCc1nnc(NC(=O)c2ccc(NC(C)=O)cc2)s1	-0.84
125	CCc1[nH]nc2c1C(c1ccncc1)C(C#N)=C(N)O2 (stereo not given)	0.13
126	O=C(O)c1cccc2cccnc12	0.019
127	COC(=O)C1=C(C)NC(=O)C1(NS(=O)(=O)c1ccc(NC(C)=O)cc1)C(F)(F)F (stereo not given)	0.19
128	CCn1c(N2CCN(C(=S)NCCc3ccccc3)CC2)nc2ccccc21	-3.2
129	Cn1c(SCC(=O)NCCc2ccccc2)nnc1-c1ccncc1	1.2
130	O=C(c1ccccc1)c1ccc(OCCn2cnc3ccccc3c2=O)cc1	-0.00047
131	CC(C)(NO)/C(=N\O)c1ccc(Cl)cc1	-0.15
132	C[C@H](NC(=O)c1[nH]cnc1C(=O)Nc1ccc(Cl)cc1)C(=O)OC(C)(C)C	0.74
133	C=CCn1c(SCC(N)=O)nnc1-c1ccccc1O	0.1
134	COC(=O)Nc1nc2ccc(Sc3ccccc3)cc2[nH]1	-0.76

This is a subset; rates above refer to the full screens.
